Eya2 inh: Eya2 (human) phosphatase inhibition | O00167 | recombinant Eya2, OMFP fluorescence dephosphorylation (OMFP is methylfluorescein phosphate) | Potency, µM (doses to about 76.9 µM), inactives show top-dose activity, negative = inhibition, actives largely listed as inhibitors | 330,000 tested, 0.006% active | AID 488837; also: potency is read from the fitted curve at half-maximal effect
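Eya2 (0.2 uM) preincubated 10 min at ambient with compound, then OMFP substrate added at 50 uM; 10 min reaction in 50 mM HEPES pH 7.5, 50 mM NaCl, 5 uM MgCl2, 0.05% BSA, 1 mM DTT. Fluorescence read at Ex 485/Em 525 nm.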
USP2a block: USP2a (human) protease inhibition; O75604; USP2 core, Ub-CHOP2 coupled fluorogenic reporter, 485/531; Potency, µM (titrated, usually from 38.3 µM), for the others: at the highest dose activity change, negative = inhibition, usual class: inhibitors; 330,000 tested, 0.01% active; AID 463254;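 also: potency is read from the fitted curve at half-maximal effect; plate controls were DMSO wells for no effect and full inhibition by NEM control for full effect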
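Deubiquitinase activity read as fluorescence (485/531 nm) after Ub-CHOP2 cleavage activates the enterokinase reporter on its substrate; USP2 core 10nM, Ub-CHOP2 and substrate 25nM each, 30min compound preincubation then 60min RT; data normalized to NEM, curves fitted.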
Giardia killer: Giardia lamblia killing; Giardia lamblia trophozoite viability; activity change, % at 7.66 µM, hits read low; 340,000 tested, 0.15% active; in the data active = activity change below about -80%; inconclusive = between about -30% and that limit;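 also: parasites exposed to compound for two days anaerobically before the ATP read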
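ATP-content bioluminescence gauges trophozoite survival. Cells (100/well) receive compound and incubate anaerobically for 48 hrs at 37 deg C; detection reagent follows for 15-30 min at room temperature.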
Chronic BCR inh: inhibitors of chronic active B-cell receptor signaling; ABC-DLBCL IkBa-CBG/CBR reporter, luminescence ratio, 4 h; 340,000 tested, 0.05% active; Potency, µM (top dose mostly 46.1 µM), without a hit: at the top dose ratio change, negative = lower green/red ratio, most hits filed as inhibitors; active = well fitted inhibition curve with a large enough effect in the signal ratio, with a control signal flat, not every such curve was filed as active; inconclusive = small, poorly fitted or top-dose-only effect, or effect the other way, or a change in a side signal; the % refers to the signal ratio;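 also: potency is read from the fitted curve at half-maximal effect; plate controls were basal doxycycline-induced cells for no effect and cells given 10 µM MG132 for full effect; MG132 reads +100%, hits lower the ratio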
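TMD8 ABC-DLBCL cells carrying doxycycline-inducible green luciferase fused to IkappaBalpha plus unfused red luciferase were exposed to compounds (up to 46 uM) for 4 hrs at 37C. Activity came from the overlap-corrected green/red luminescence ratio.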
B2AR arrestin: agonists driving beta-arrestin recruitment to human beta2-adrenergic receptor; AID 492947; 330,000 tested, 0.02% active; Potency, µM (titrated, usually from 46.1 µM), for the others: top-dose activation, most hits filed as activators; beta-arrestin recruitment to beta2AR, cell-based reporter;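 also: potency is read from the fitted curve at half-maximal effect; 0% = DMSO controls and full agonism = EC100 isoproterenol or metaproterenol; nearly all actives have a fitted effect of over 65% in size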
Target sequence (P07550 whole entry, looked up): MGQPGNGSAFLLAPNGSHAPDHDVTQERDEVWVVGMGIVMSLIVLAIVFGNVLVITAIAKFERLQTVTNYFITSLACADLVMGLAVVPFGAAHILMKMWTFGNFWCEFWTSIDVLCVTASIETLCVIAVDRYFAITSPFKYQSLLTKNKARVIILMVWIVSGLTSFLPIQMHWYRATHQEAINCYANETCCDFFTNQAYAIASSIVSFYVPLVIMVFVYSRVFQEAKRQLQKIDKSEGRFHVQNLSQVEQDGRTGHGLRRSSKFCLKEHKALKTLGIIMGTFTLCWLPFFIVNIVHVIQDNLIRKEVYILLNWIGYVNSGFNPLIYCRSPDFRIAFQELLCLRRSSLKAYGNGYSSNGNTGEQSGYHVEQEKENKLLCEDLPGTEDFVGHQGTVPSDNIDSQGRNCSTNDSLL
Coupling enz: inhibits coupling enzyme system, counter-screen for aldolase hits; 290,000 tested, 0.67% active; AID 2472; coupling enzyme system counterscreen, AmpLite Red fluorescence; activity change, negative = inhibition, % at 58.2 µM, hits read low; in the data active = activity change below about -30%
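Fluorescence at 525 nm excitation and 598 nm emission measured inhibition of the coupled detection system without aldolase. Compounds (at 57.5 uM final) were preincubated 10 min at room temperature with coupling enzyme reagent before a 20 min substrate/AmpLite Red step.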
KCNH2 3.1 block: inhibitors of human KCNH2 3.1 potassium channel isoform | U2OS KCNH2 3.1, thallium flux FluxOr; active compounds read low | activity change, % (tested at about 1.8 µM) | AID 720553 | 340,000 tested, 0.95% active;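 active = maximum activity change below -70%; inconclusive = maximum activity change from -70% to -50%; inactive = maximum activity change above -50%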;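 also: thallium influx rate constant from kinetic fluorescence after stimulation buffer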
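FluxOr-based Tl+ influx in U2OS cells transduced with KCNH2 3.1 virus; rate constants normalized to DMSO controls.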
PKM2 act: activators of human pyruvate kinase M2 | P14618 | purified PKM2, Kinase-Glo ATP luminescence, activation; response scale: 0% is enzyme alone, no compound | Potency, µM (top dose mostly 57.5 µM), for the others: top-dose activation, most hits filed as activators | 260,000 tested, 0.34% active | AID 1631; also: potency is read from the fitted curve at half-maximal effect; nearly all actives have a fitted effect of over 55% in size
Target sequence (P14618 whole entry, looked up): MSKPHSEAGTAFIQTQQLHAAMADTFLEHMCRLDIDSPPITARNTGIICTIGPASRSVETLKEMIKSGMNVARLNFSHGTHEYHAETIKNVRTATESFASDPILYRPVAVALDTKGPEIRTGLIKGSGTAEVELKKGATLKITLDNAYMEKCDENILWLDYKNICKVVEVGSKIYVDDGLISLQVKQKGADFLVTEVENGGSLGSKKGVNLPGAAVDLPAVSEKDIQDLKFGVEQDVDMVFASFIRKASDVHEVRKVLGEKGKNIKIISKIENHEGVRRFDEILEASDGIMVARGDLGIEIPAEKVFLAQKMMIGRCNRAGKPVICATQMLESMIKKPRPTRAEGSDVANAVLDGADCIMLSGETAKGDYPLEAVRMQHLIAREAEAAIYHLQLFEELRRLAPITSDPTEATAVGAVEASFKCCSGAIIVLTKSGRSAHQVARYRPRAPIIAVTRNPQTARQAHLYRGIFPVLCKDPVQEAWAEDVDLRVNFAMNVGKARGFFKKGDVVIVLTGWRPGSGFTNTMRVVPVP
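Kinase-Glo luminescence reports ATP generated from ADP (0.1 mM) and PEP (0.5 mM) by purified hPK-M2 after 1 h at room temperature, pH 7.2 imidazole buffer; intermediate enzyme activity allows detecting inhibitors and activators.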
uPA generation: cell surface uPA generation inhibition. cell surface uPA generation assay, qHTS. 330,000 tested, 0.31% active. Potency, µM (highest dose often 38.3 µM), for inactives: at the top dose activity change, negative = inhibition, hits mostly inhibitors. AID 540303; active = well fitted inhibition curve with a large enough effect; inconclusive = small, poorly fitted or top-dose-only effect; inactive = no such curve, though single readings can be large or run the other way; tested in mouse RAW 264.7 cells; also: potency is read from the fitted curve at half-maximal effect; nearly all actives have a fitted effect of over 55% in size
GALK inh: galactokinase (human) inhibition; P51570; 270,000 tested, 0.007% active; Purified GALK, Kinase-Glo residual ATP luminescence; Potency, µM (titrated, usually from 57.5 µM), for the others: at the highest dose activity change, negative = inhibition, most hits filed as inhibitors; also: potency is read from the fitted curve at half-maximal effect
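Quantitative HTS: GALK 5 nM, ATP 35 uM, galactose 100 uM, 1 h room temperature, then luciferase-based ATP detection.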
KCNH2 WT inh: KCNH2 (human, wildtype) channel inhibition. Q12809. U2OS, BacMam KCNH2, thallium flux FluxOr; active compounds read low. activity change, % at 1.84 µM. 340,000 tested, 0.37% active;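 active = maximum activity change below -70%; inconclusive = maximum activity change between -70% and -50%; inactive = maximum activity change above -50%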
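U2OS cells transduced with wild-type KCNH2 virus are loaded with FluxOr dye for 45 min, and thallium flux is measured in kinetic reads before and after stimulation buffer. Rate constants are normalized to DMSO controls.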
* marks the source's active call; other numbers are inactive results; i = inactive; ? = inconclusive; · = no result given; & = joins results of further samples; [ ] = another dose, or the depositor's remark. Unless noted, calls follow the shape of the dose curve; as a rule, active = well fitted curve in the direction sought with a large enough effect; inconclusive = small, poorly fitted or top-dose-only effect, or another doubt; inactive = no such curve, though single readings can be large; an effect the other way counts as inactive or inconclusive. Unless noted, % is scaled to controls: 0 for no effect and ±100 for the full control effect. The order is random; about 2.4% have a hit in one of these screens.

Sequence of screens – Eya2 inh	USP2a block	Giardia killer	Chronic BCR inh	B2AR arrestin	Coupling enz	KCNH2 3.1 block	PKM2 act	uPA generation	GALK inh	KCNH2 WT inh
COc1ccccc1C(=O)Nc1cc(Cl)ccc1-n1cncn1
    -8%	-1%	0	0%	-0.6%	-6	-1	-1%	3%	5%	1
COc1ccc(NC(=O)N(C)C[C@H]2Oc3ccc(NC(=O)CCN4CCOCC4)cc3C(=O)N([C@@H](C)CO)C[C@H]2C)cc1
    16%	1%	-18	?	0.2%	·	3	·	6%	·	3
COC(=O)c1cc(S(=O)(=O)N2CCN(c3cccc(Cl)c3)CC2)c[nH]1
    -1%	1%	25	-17%	0.5%	-2	-46	0%	0%	·	-1
COc1ccc(S(=O)(=O)Nc2ccc3oc(C)c(C(=O)O)c3c2)cc1
    21%	1%	-18	16%	-0.4%	-17	9	2%	-4%	3%	5
CCN(CC1CCCN(CCc2cccc(F)c2)C1)C(=O)c1cc(C)oc1C (stereo unspecified)
    -5%	2%	8	1%	-0.1%	·	-29	·	-8%	-7%	41
Cc1ccccc1-c1nc2sc(C)c(C)c2c(=O)o1
    8%	-2%	0	-16%	-0.8%	0	-5	-3%	-7%	-6%	-10
O=C(Cn1ncc2c3ccccc3n(Cc3ccccc3)c2c1=O)N1CCN(c2ccccn2)CC1
    -10%	-1%	-24	14%	0.4%	2	12	4%	4%	·	1
CNCCCOc1ccc(Cl)cc1C(C)(C)C
    10%	1%	2	?	-0.1%	-14	0	6%	6%	0%	i
COc1cc(C(=O)O)ccc1OCC(=O)N1CCOCC1
    12%	-2%	-6	4%	-0.8%	3	-3	-2%	-1%	9%	-15
O=C(N/N=C/c1ccc(N2CCOCC2)o1)c1ccccc1[N+](=O)[O-]
    6%	2%	6	?	-0.4%	-6	-5	?	3%	2%	-1
CS/C(=N\S(=O)(=O)c1cccs1)Nc1ccc(F)cc1
    0%	4%	21	?	-0.2%	0	10	2%	1%	1%	-2
Cc1ccccc1CN1C(=O)c2ccccc2Sc2ccc(C(=O)O)cc21
    -4%	0%	9	?	-0.3%	6	-12	-7%	3%	2%	3
O=C(COC(=O)c1cc(S(=O)(=O)N2CCCC2)ccc1O)Nc1ccc(SC(F)F)cc1
    7%	0%	?	1%	-1.1%	·	8	·	3%	·	2
CCn1nnnc1-c1ccc(OC)c(S(=O)(=O)Nc2ccc(S(N)(=O)=O)cc2)c1
    11%	0%	-6	7%	-0.3%	-3	6	1%	4%	8%	-8
COc1cc(/C=C/C(=O)OCC(=O)NCC(=O)Nc2cccc(C)c2C)ccc1OC(F)F
    -1%	3%	-20	6%	-0.3%	·	-6	·	0%	·	-10
COc1ccccc1OCc1nc(C#N)c(N2CCC(C(N)=O)CC2)o1
    -16%	3%	-5	?	0.0%	-1	-11	-2%	3%	-7%	-6
O=C(Nc1ccc(N2CCOCC2)cc1)c1ccccc1SCC(=O)N1CCCC1
    -4%	1%	-24	-16%	0.2%	4	8	1%	1%	10%	-4
COC(=O)c1ccc(Oc2cc(C)nc(NCc3ccccc3)n2)cc1
    23%	1%	1	-1%	-1.1%	-1	-32	3%	3%	5%	-14
Cc1ccc(S(=O)(=O)c2nnn(-c3cccc(F)c3)c2N)cc1
    -12%	-6%	22	11%	-0.2%	-1	3	1%	3%	0%	2
Cc1cccc(C)c1NC(=S)N/N=C1\CC2CC=CC12 (stereo unspecified)
    -9%	1%	-2	?	-0.5%	1	-131*	-7%	5%	7%	7
CC(=O)C[C@@H](O)CC(=O)[C@@H]1OC(=O)[C@@H](C)CCCCc2ccccc21
    -10%	-1%	10	1%	-0.3%	·	2	·	4%	·	7
O=C(N/N=C/c1ccncc1)c1ccc(-n2cccc2)cc1
    -4%	0%	22	?	-0.9%	5	0	0%	16%	2%	4
Cc1ccc(NC(=O)c2cnn(-c3ccccc3)c2NC(=O)c2ccco2)cc1C
    -10%	-3%	13	-1%	0.2%	3	5	2%	6%	1%	2
CN(/N=C/c1ccc(N(C)C)cc1)C1=NS(=O)(=O)c2ccccc21
    -9%	-1%	-14	?	-0.1%	2	-15	·	0%	·	13
COCCCNC(=O)CC1Oc2ccccc2NC1=O (stereo unspecified)
    3%	3%	0	-5%	-0.3%	2	9	1%	3%	-1%	0
CC(=O)c1c(C)[nH]c(C(=O)COC(=O)c2ccc(C)s2)c1C
    -2%	-1%	5	2%	-0.1%	·	-8	·	3%	·	4
COc1ccccc1C(=O)NC(=O)COC(=O)c1oc2ccccc2c1C
    0%	3%	23	-1%	-0.3%	·	22	·	7%	·	-2
CC(=O)Nc1ccc(NC(=O)c2ccc3c(c2)CCN3S(C)(=O)=O)cc1
    -10%	6%	15	?	-0.7%	1	1	·	6%	-5%	-2
CC(C(=O)N1CCN(Cc2ccc3c(c2)OCO3)CC1)n1cc([N+](=O)[O-])cn1 (stereo unspecified)
    2%	4%	-15	0%	0.0%	0	1	15%	4%	0%	2
O=C(O)c1ccc2c(c1)c1c3n2CCNC3CCC1 (stereo unspecified)
    10%	1%	0	?	-0.3%	-3	-7	·	10%	-4%	0
CC1=NN(c2ccc(Cl)cc2)C(=O)C1C(c1ccccc1O)c1c(C)[nH]n(-c2ccc(Cl)cc2)c1=O (stereo unspecified)
    -8%	-9%	-3	?	-0.1%	9	10	29%	-1%	-4%	6
NS(=O)(=O)c1cc(C(=O)N2CCc3ccccc32)c(Cl)cc1Cl
    1%	-1%	-1	?	-0.2%	2	-7	0%	0%	-2%	1
CC(C)(C)c1ccc(OCc2ccc(C(=O)NCc3cccnc3)o2)cc1
    -21%	-1%	-6	-18%	0.4%	-3	-4	-1%	?	-2%	1
CCN1C(=O)N[C@H](c2ccc(Br)cc2)C(C(=O)OC)=C1C
    ·	·	-19	·	·	2	5	11%[11.5 µM]	11%	·	-4
Cc1ccc(-n2c(=O)c3sccc3n(CC(=O)NCc3ccco3)c2=O)cc1
    17%	0%	-5	-2%	-0.4%	2	-15	3%	·	2%	30
COCCCNCCCCOc1c(Cl)cc(C)cc1Br
    -26%	2%	11	?	-0.3%	1	-5	1%	0%	0%	-18
CCc1noc(C)c1C(=O)OCC(=O)Nc1nc(-c2ccc(F)c(F)c2)cs1
    -20%	-2%	-8	6%	-0.2%	·	-11	·	-4%	·	-5
Cc1cc(Cl)cc(C)c1OCCOCCNCc1ccccc1
    4%	3%	-6	-6%	0.5%	0	?	7%	-3%	0%	31
COc1ccccc1CNC(=O)c1cc(C(C)=O)c[nH]1
    -1%	3%	-16	0%	-0.8%	0	-3	·	3%	0%	9
CC(=O)Nc1cccc(/C(C)=N/NC(=O)c2cccs2)c1
    -8%	4%	22	?	-0.6%	-1	5	-7%	-1%	1%	i
CC(C)n1c(C(=O)OCC(=O)NCc2ccc3c(c2)OCO3)cc2sccc21
    -9%	-1%	-11	?	0.1%	-4	-4	8%	?	0%	-13
O=C1CCCCCN1C(=O)c1ccc(C(=O)N2CCCCCC2=O)cc1
    2%	1%	8	0%	-0.4%	0	-1	-1%	3%	3%	-3
CCOC(=O)C1=C(C)OC(N)=C(C#N)C1c1ccc(OC)c(CSc2ccccn2)c1 (stereo unspecified)
    1%	0%	?	12%	0.3%	11	-1	11%	-19%	-2%	7
CCc1nc2ccc(C(=O)N3CCN(c4ccccc4F)CC3)cc2nc1CC
    6%	1%	2	-4%&11%	0.0%	·	22	·	2%	4%	-6
CC(=O)Nc1cccc(N=NN2CCOCC2)c1
    0%	-1%	13	?	-0.4%	1	4	-2%	4%	4%	6
Cc1ccccc1C(=O)NC1CCN(CC(=O)Nc2ccc(N(C)C)cc2)CC1
    13%	-1%	21	1%	0.5%	2	2	15%	13%	3%	-1
COc1cccc(-n2c(=S)[nH]c3c(oc4ccccc43)c2=O)c1
    15%	2%	-3	-4%	-0.2%	0	11	1%	5%	8%	-2
Cc1ccccc1-c1nc(CS(=O)CC(=O)NCc2ccc3c(c2)OCO3)c(C)o1 (stereo unspecified)
    -14%	-1%	29	?	-0.2%	·	-24	·	4%	1%	-20
